# High-throughput results deposited in PubChem by National Center for Advancing Translational Sciences (NCATS).
# EPAC1 ag: EPAC1 (human) agonism; EPAC1 agonist qHTS, biochemical assay; response scale: 100% = response to 6.5 mM cAMP; 360,000 compounds, 0.073% hits; AID 720707; O95398; Potency, µM (titrated, usually from 154 µM), inactives show top-dose activation, most hits filed as activators; also: nearly all actives have a fitted effect of over 60% in size
#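 Nucleotide exchange by EPAC1 (100 nM) on Rap1B–BODIPY-GDP (250 nM) in the presence of 50 uM GDP is tracked fluorescently at 480/540 nm over 30 min. Signals are normalized to a 6.5 mM cAMP control.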
# EPAC1 antagonist: blocks human EPAC1 exchange factor. O95398. EPAC1 GEF assay, Rap1b-BODIPY-GDP exchange fluorescence. Potency, µM (doses to about 115 µM), for the others: at the top dose activity change, negative = inhibition, hits mostly inhibitors. 360,000 compounds, 0.14% hits. AID 720709;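 also: plate controls were vehicle for no effect and positive control for full effect; nearly all actives have a fitted effect of over 50% in size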
# FUS yeast rescue: suppressors of FUS proteinopathy in yeast | S. cerevisiae FUS-expressing, growth rescue, OD600, 24 h | Potency, µM (doses to about 76.6 µM), for inactives: at the top dose growth rescue (activation), most hits filed as activators | 390,000 compounds, 0.24% hits | AID 1347120;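 also: plate controls were DMSO vehicle for no effect and reference control for full effect; nearly all actives have a fitted effect of over 55% in size; some results filed as inactive show a strong effect at the top dose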
#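 Cultures pregrown in 2.5% raffinose medium are shifted to minimal medium containing 2% galactose to express toxic FUS. Compounds are tested at several concentrations. After 24hr at 30C, growth is quantified at 600 nm absorbance.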
# TDP43 rescue: TDP-43 toxicity inhibition in yeast; Potency, µM (titrated, usually from 46.1 µM), without a hit: at the highest dose growth rescue (activation), actives largely listed as activators; AID 652104; TDP-43 expressing yeast growth rescue, BacTiter-Glo, 24 h; 410,000 compounds, 1.8% hits; also: % of control where 0% means no effect; nearly all actives have a fitted effect of over 50% in size
#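 Growth rescue of TDP-43-toxic yeast measured as ATP luminescence (BacTiter-Glo). Cells grown to mid-log in raffinose, induced in galactose at OD600=0.02, exposed to compound 24 hr at 30 deg C.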
# PTHR1 ag: PTHR1 (human) receptor agonism. Potency, µM (doses to about 115 µM), for inactives: at the highest dose activation, usual class: activators. HEK293 GP2 PTHR1 cells, GloSensor cAMP luminescence, 1 h. 410,000 compounds, 0.075% hits. AID 743266; also: nearly all actives have a fitted effect of over 55% in size; some results filed as inactive show a strong effect at the top dose; inactives centre near -15; many of its hits are not listed in these tables
# Target sequence (Q03431 whole entry, looked up): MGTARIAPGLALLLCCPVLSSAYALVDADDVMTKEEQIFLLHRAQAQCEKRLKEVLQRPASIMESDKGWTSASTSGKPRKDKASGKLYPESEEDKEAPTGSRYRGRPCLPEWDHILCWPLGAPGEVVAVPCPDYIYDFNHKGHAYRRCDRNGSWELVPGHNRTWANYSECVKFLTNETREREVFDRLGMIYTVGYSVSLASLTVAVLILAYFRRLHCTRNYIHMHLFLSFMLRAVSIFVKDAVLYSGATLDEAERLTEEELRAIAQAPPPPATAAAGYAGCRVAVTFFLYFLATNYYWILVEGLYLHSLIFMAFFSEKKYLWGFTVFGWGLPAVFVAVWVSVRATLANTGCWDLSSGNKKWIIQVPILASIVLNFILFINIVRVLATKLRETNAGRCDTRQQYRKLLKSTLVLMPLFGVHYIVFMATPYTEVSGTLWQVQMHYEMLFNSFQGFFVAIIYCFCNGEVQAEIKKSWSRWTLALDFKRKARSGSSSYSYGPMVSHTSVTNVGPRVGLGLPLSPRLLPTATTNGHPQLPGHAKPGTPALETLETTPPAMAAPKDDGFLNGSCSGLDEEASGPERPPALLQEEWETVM
#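 HEK-293-derived GP2 cells expressing PTHR1 and a GloSensor cAMP reporter, 3,000/well, plated overnight, given luciferin plus IBMX (each 0.5 mM as added) for 1 h at 37 °C, then compound for 1 h at 37 °C. Luminescence was read after 15 min at room temperature.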
# EPAC2 agonist: activates human EPAC2 exchange factor | Q8WZA2 | EPAC2 activation, biochemical qHTS; response scale: 100% = 6.5 mM cAMP response | Potency, µM (highest dose often 154 µM), for inactives: at the top dose activation, usual class: activators | 360,000 compounds, 0.079% hits | AID 720711; also: nearly all actives have a fitted effect of over 50% in size
#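 EPAC2 (100 nM) mixed with Rap1B loaded with BODIPY-GDP (250 nM) plus 50 uM unlabeled GDP; compounds pinned in, 5 min RT, then read every 5 min for 30 min (ex 480, em 540 nm). Normalized to cAMP control.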
# EPAC2 antag: blocks human EPAC2 exchange factor; Q8WZA2; EPAC2 GEF exchange of Rap1B-BODIPY-GDP, fluorescence; Potency, µM (series often up to 114 µM), inactives show at the highest dose activity, negative = inhibition, most hits filed as inhibitors; 360,000 compounds, 0.18% hits; also: % is scaled to controls: 0 for no effect and ±100 for the full control effect; nearly all actives have a fitted effect of over 45% in size; many of its hits are not listed in these tables
# aSyn yeast inh: inhibitors of alpha-synuclein toxicity in yeast; 370,000 compounds, 0.14% hits; Yeast expressing alpha-synuclein, growth rescue, BacTiter-Glo, 24 h; Potency, µM (titrated, usually from 46.1 µM), for inactives: at the highest dose growth rescue (activation), hits mostly activators; also: % of control where 0% means no effect; nearly all actives have a fitted effect of over 65% in size
#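 Screening used galactose-induced yeast with toxic alpha-synuclein levels, exposed to compound for 24 hr at 30 deg C. Cell growth, read with BacTiter-Glo luminescence, gave the measured signal.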
# Starred values were filed as active, the others as inactive; i = inactive; ? = inconclusive; . = no result given; & = joins results of further samples; [ ] = dose if it differs, or a comment. Calls follow the shape of the dose curve; as a rule, active = well fitted curve in the direction sought with a large enough effect; inconclusive = small, poorly fitted or top-dose-only effect, or another doubt; inactive = no such curve, though single readings can be large; an effect the other way counts as inactive or inconclusive. Potency is read from the fitted curve at half-maximal effect. Only part of the results is shown; the hit share may differ from the screen's.
SMILES,EPAC1 ag,EPAC1 antagonist,FUS yeast rescue,TDP43 rescue,PTHR1 ag,EPAC2 agonist,EPAC2 antag,aSyn yeast inh
Cc1ccc(S(=O)(=O)NN=C2CC3CC2C2CCCC32)cc1 (centres undefined),6.7%,-20.9%,-2.6%,1.8%,-1.3%,17.7%,-2.3%,-2.5%
CCOC(=O)c1nc(-c2ccc(OC)c(OC)c2)no1,-9.5%,6.8%,-21.4%,20.7%,i,5.0%,9.3%,-0.5%
O=C(c1ccc([N+](=O)[O-])o1)N1CCN(Cc2ccccc2)CC1,3.3%,-4.5%,-20.8%,1.0%,i,-2.4%,6.6%,2.6%
CC(=O)c1cccc(NC(=O)C2Cc3c(-c4cccc(C(C)=O)c4)ccnc3O2)c1 (centres undefined),-18.9%,21.0%,-14.3%,-10.8%,-87.0%[inhibitor],3.5%,2.2%,-2.0%
O=C(CCn1c(=S)[nH]c2cc3c(cc2c1=O)OCO3)NCCc1ccccc1Cl,1.9%,-9.6%,-0.9%,5.1%,-4.3%,-1.4%,15.2%,-7.1%
CSc1nc2sc3c(c2c(=S)[nH]1)CC(C)(C)OC3,-7.9%,?,19.8%,?,-25.2%,0.3%,3.0%,-10.2%
O=C(NCC1CCN(Cc2ccccc2)CC1)[C@H]1O[C@@H](n2ccc(=O)[nH]c2=O)[C@H](O)[C@@H]1O,9.2%,7.5%,-6.7%,0.0%,i,3.4%,6.2%,0.5%
Cc1nc(N)c2c(Cc3cccc4ccccc34)nn(C(C)(C)C)c2n1,-27.7%,-21.1%,3.5%,.,i,-2.6%,6.9%,.
COc1ccc2cc3cc(C(=O)NCCN4CCN(c5ccccc5F)CC4)oc3nc2c1,14.7%,-10.3%,2.5%,-6.8%,-30.2%[inhibitor][57.5 µM],-8.2%,-3.7%,1.6%
NC(=O)Cc1ccc(C(=O)c2ccccc2)s1,1.0%,8.3%,24.1%,-21.4%,?,11.0%,10.0%,-4.1%
CCOc1ccccc1C(=O)Nc1cccc(-c2ccc3nncn3n2)c1,4.5%,1.5%,33.1%,?,i,-2.0%,-0.8%,3.3%
COc1cc2c(cc1OC)CN(C(=O)Cc1c(F)cccc1Cl)CC2,-1.2%,1.8%,-9.1%,15.8µM*,-7.3%,6.0%,-8.6%,9.6%
O=C(COc1ccccc1F)N1CCN(S(=O)(=O)/C=C/c2ccccc2)CC1,0.9%,7.1%,.,3.5%,-11.9%,2.0%,5.0%,10.1%
Cc1cc(/C=C2\NC(=O)N(Cc3ccc(Cl)cc3)C2=O)c(C)n1C,-9.7%,9.3%,37.3%,7.1%,i,-5.7%,4.2%,-2.3%
CCCS(=O)(=O)NC(=O)C1(C)CCCN(C(=O)c2ccnc(Cl)c2)C1 (centres undefined),-16.8%,10.6%,-24.8%,17.7%,-1.7%,0.1%,15.5%,0.3%
N#C/C(=C/c1ccc2c(c1)OCO2)C(=O)NCCc1c[nH]c2ccccc12,9.4%,13.2%,18.3%,-31.0%[inhibitor],i,12.8%,0.5%,?
CN1CCN(C(=S)c2cn(Cc3ccccc3)c3ccccc23)CC1,3.2%,7.9%,-13.6%,15.1%,i,-3.6%,-19.9%,5.0%
CCC(=O)Nc1ccc2nc(C3CC3)n(Cc3ccccc3)c(=O)c2c1,3.1%,1.4%,-0.1%,12.3%,-21.2%,-5.2%,4.2%,2.2%
O=S1(=O)CCO[C@H]2Cc3ccccc3[C@H]2N1Cc1cccc(F)c1,-18.6%,-3.9%,-6.1%,-11.2%,-27.1%,17.5%,1.6%,-2.8%
CC(C(=O)NCc1ccco1)n1cc(C(=O)c2ccco2)c2ccccc21 (centres undefined),-4.0%,-0.7%,24.3%,-5.9%,-12.6%[57.5 µM],3.8%,4.2%,-4.1%
Cn1c(N)c(C(=O)COC(=O)C2=COCCO2)c(=O)n(C)c1=O,-0.2%,14.2%,-13.4%,-2.0%,i,4.3%,22.0%,2.1%
O=C(CCS(=O)(=O)c1cc2c(cc1Cl)NC(=O)CO2)NCCc1ccccc1,0.5%,-27.4%,-11.2%&-8.7%,-3.6%&-5.7%,-0.3%,8.5%,0.5%,-6.5%&-1.9%
O=C(N/N=C/c1ccccc1O)C1(O)c2ccccc2-c2ccccc21,-0.3%,-20.9%,.,24.7%,-1.1%,11.3%,5.7%,4.5%
CCOC(=O)N1CCN(Cc2nc3ccc([N+](=O)[O-])cc3c(=O)n2-c2cccc(OC)c2)CC1,9.4%,16.6%,18.4%,13.8%,i,7.6%,-2.4%,14.0%
O=C(/C(=C/O)N=Nc1ccccc1Cl)c1ccccc1,1.2%,-24.4%,-5.2%,4.9%,-1.4%,11.4%,-24.5%,-10.9%

# (next part)
SMILES,EPAC1 ag,EPAC1 antagonist,FUS yeast rescue,TDP43 rescue,PTHR1 ag,EPAC2 agonist,EPAC2 antag,aSyn yeast inh
CCN(CC(=O)Nc1ccc(NC(C)=O)cc1)C(=O)c1c(C)nn(Cc2ccc(C)cc2)c1Cl,-0.7%,-0.7%,2.2%,13.9%,-6.1%,8.3%,-1.1%,3.4%
O=C(CSc1nnc(NC(=O)C2CCCCC2)s1)NCc1ccco1,7.9%,9.1%,1.0%,-0.3%,-3.6%,0.3%,11.5%,0.5%
CCOC(=O)CNC(=O)Cn1cnc2c(oc3ccccc32)c1=O,1.9%,9.1%,19.7%,14.6%,i,3.4%,3.2%,0.1%
COc1ccc(NC(=O)N2CCOCC2)cc1,6.8%,-24.7%,-21.3%,-17.3%,?,12.8%,-2.7%,-8.0%
O=C(Cc1nnc(NC(=O)Nc2ccccc2)s1)NCc1ccccc1,-1.7%,8.5%,12.4%,3.5%,-51.6%[inhibitor],2.6%,-11.2%,4.1%
O=C(NCCc1ccccc1)c1cc(-c2ccccc2)c(N2CCOCC2)s1,-15.9%,-20.3%,-8.1%,22.6%,-21.4%,7.6%,-12.1%,4.3%
Nc1nonc1-n1nnc(C(=O)N/N=C/c2cccnc2)c1-c1ccccc1,12.6%,15.4%,-7.2%,2.7%,i,0.4%,-7.0%,0.3%
C#CCOCCOCCOCCNc1nc(N2CCN(C(=O)CCCCCCCCCCNC(=O)Cn3cc(CCCCCN)nn3)CC2)nc(N2CCN(C(=O)CCCCCCCCCCNC(=O)[C@@H](CCC(=O)O)n3cc(CCCCCN)nn3)CC2)n1,-1.9%,8.9%,?,9.9%,-2.7%,7.1%,3.9%,-26.1%
CCOC(=O)C1CCN(CCCSc2ccccc2)CC1,4.8%,-21.9%,5.0%,22.2%,-11.4%,7.5%,0.0%,-0.9%
S=C(Nc1cccc2ccccc12)NN1CCOCC1,10.3%,18.4%,29.0%,-2.4%,-21.3%[57.5 µM],11.6%,-7.6%,-1.2%
COc1ccc(CNC(=O)C2CCN(S(=O)(=O)c3ccc4c(c3)N(C(C)=O)CCO4)CC2)cc1,4.1%,2.1%,0.7%,5.0%,-8.5%,2.8%,7.2%,-1.8%
Cc1[nH]c2c(Cl)cccc2c(=O)c1CN1CCCC1,0.0%,0.0%,4.6%,-5.6%,-10.1%[57.5 µM],11.1%,-5.6%,-5.9%
CC1(C(=O)O)CCCN1C(=O)c1ccc(Cl)cc1Cl (centres undefined),11.7%,-4.3%,-16.3%,0.0%,-22.6%,2.9%,-5.1%,8.3%
Cc1ccc(/C=C/C(=O)O)cc1S(=O)(=O)NCCO,9.1%,-5.3%,-8.8%,-4.8%,-2.9%,-1.9%,2.1%,-10.3%
O=C(c1c(F)cccc1F)N1CCCC1,9.3%,-11.6%,-30.9%,12.7%,i,-5.6%,4.7%,6.6%
Cc1cccc(NC(=O)CNC(=O)CSc2nnc(C(F)(F)F)n2C)c1C,1.6%,17.6%,-14.7%,-10.5%,?,7.2%,3.6%,-6.5%
O=C(Nc1nc2ccccc2s1)Nc1ccc(F)cc1F,-1.4%,0.3%,13.2%,-13.1%,-18.0%,1.4%,-3.3%,-7.0%
Cc1ccc(N2C(=O)C3ON(c4ccccc4)C(c4ccncc4)C3C2=O)c(C)c1 (centres undefined),5.6%,0.0%,26.9%,-3.8%,-29.0%[57.5 µM],-5.2%,19.6%,19.0%
Cn1nc([N+](=O)[O-])nc1Sc1nnc(-c2ccccc2)o1,-0.4%,-9.9%,-7.5%,?,i,-3.4%,8.7%,-2.4%
O=C(NC1CC1)C1CCN(S(=O)(=O)c2cc([N+](=O)[O-])ccc2Cl)CC1,-5.3%,?,13.2%,17.6%,-9.1%,6.2%,-2.8%,-2.0%
O=C(NC(O)C(=O)c1ccccc1)c1ccc(F)cc1 (centres undefined),15.6%,4.3%,-6.5%,-8.6%,-10.8%,0.4%,2.8%,-0.7%
CCOC(=O)c1cn2nc(Oc3ccc(C(=O)OC)cc3)ccc2n1,2.9%,6.9%,0.8%,8.1%,-3.8%,2.8%,-7.3%,0.7%
CCC(C)NC(=O)NC(=O)N(C1CCCCC1)S(C)(=O)=O (centres undefined),-3.7%,18.5%,-6.1%,-11.9%,i,-4.9%,8.4%,1.6%
CCCCNC(=O)C1c2ccccc2OCC(=O)N1CCCN1CCOCC1 (centres undefined),-1.1%,-14.7%,-18.4%,24.9%,i,11.3%,1.0%,-8.6%
CN(Cc1c(C(=O)N2CCCCCCC2)nc2ccc(Cl)cn12)C1CCOC1 (centres undefined),5.6%,9.3%,.,16.3%,i,4.8%,-2.7%,0.0%
CN(c1ccccc1)S(=O)(=O)c1cc(C(=O)NCCCn2ccnc2)ccc1Cl,3.9%,-0.8%,-22.3%,7.8%,-13.3%,9.9%,0.1%,-6.7%
COc1ccc(-c2csc(NC(=O)c3ccc(C(C)(C)C)cc3)c2C(=O)O)cc1,-4.0%,?,2.4%,-52.1%[inhibitor],-28.6%,5.3%,-7.1%,17.1%
COc1ccc(OC)c(CN2CCC(C(=O)N3CCN(c4ccccc4F)CC3)CC2)c1,-2.4%,-18.3%,.,0.5%,i,2.6%,-1.4%,-3.3%

# Three records drawn at random from the list so far:
SMILES,EPAC1 ag,EPAC1 antagonist,FUS yeast rescue,TDP43 rescue,PTHR1 ag,EPAC2 agonist,EPAC2 antag,aSyn yeast inh
O=C(NC1CC1)C1CCN(S(=O)(=O)c2cc([N+](=O)[O-])ccc2Cl)CC1,-5.3%,?,13.2%,17.6%,-9.1%,6.2%,-2.8%,-2.0%
O=C(Nc1nc2ccccc2s1)Nc1ccc(F)cc1F,-1.4%,0.3%,13.2%,-13.1%,-18.0%,1.4%,-3.3%,-7.0%
CCOC(=O)c1cn2nc(Oc3ccc(C(=O)OC)cc3)ccc2n1,2.9%,6.9%,0.8%,8.1%,-3.8%,2.8%,-7.3%,0.7%
